Myeloid diff MLP: myeloid differentiation induction. ER-HoxA9 myeloid progenitors, lysozyme-GFP differentiation, flow cytometry. AID 624256. calls only at 10 µM. 360,000 tested, 1% active;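 active means normalized GFP-positive differentiation at or above the plate's own cutoff, the solvent-only control mean plus 3 SD; inconclusive means no clear call, values can overlap the other calls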;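 further: cells exposed to compound for four days before flow analysis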
Myeloid diff MLP GFP+ MAC1+ %: second read-out of Myeloid diff MLP, no call of its own (marks repeat the call); GFP+ MAC1+ double positive, %; measured here: differentiation confirmed by MAC1 staining
* hit, by the source's call; i = inactive; ? = inconclusive; . = no result given; + = active, no number.

SMILES | Myeloid diff MLP | Myeloid diff MLP GFP+ MAC1+ %
CC(C)(C)OC(=O)C[C@@H]1C/C=C\C[C@@H](CC(=O)N[C@H](CO)Cc2ccccc2)C(=O)N2CCC[C@@H]2COC1=O | i | 1.5
O=c1[nH]cnc2c1ncn2-c1ccc(N(CCO)CCO)cc1 | i | 0.6
COc1ccc(C(=O)OCC(=O)Nc2c(C)n(C)n(-c3ccccc3)c2=O)cc1 | i | 0.5
COc1ccc(S(=O)(=O)N2CCOCC2)cc1NC(=O)COC(=O)c1[nH]c(C)c(C(C)=O)c1C | i | 0.6
O=C(COC(=O)Cc1ccsc1)Nc1cccc(Cl)c1 | i | 0.2
Cc1cccc(COC[C@H](Cc2ccccc2)N2CCN(C(=O)c3ccc(C(F)(F)F)cc3)CCC2=O)c1 | i | 1.1
C=CCSc1nc2c(N)ncnc2n1C1OC(CO)C(O)C1O (stereo not given) | i | 0.4
COc1ccc(C(=O)NCc2ccccc2CN2CCCC2)cc1S(=O)(=O)Nc1ccc(C)cc1 | i | 0.2
COc1ccc(C(=O)O)cc1S(=O)(=O)NC1CCN(Cc2ccccc2)CC1 | i | 0.8
CCc1cccc(CC)c1NC(=O)CSc1nnc(C2CC2)n1N | i | 1.4
C[C@H](CO)N1C[C@H](C)[C@@H](CN(C)S(=O)(=O)c2ccccc2)Oc2c(NC(=O)Nc3ccccc3)cccc2C1=O | i | 1.3
O=C1C=C(O)CC2(CCCCC2)C1 | + | 8.2*
O=C(c1cccc(-c2cncc3nccn23)c1)N1CCOCC1 | i | 0.0
CC1Cc2c([nH]c(=O)n(-c3ccccc3)c2=O)O1 (stereo not given) | i | 14
COc1ccc(CNC(=O)c2ccc(-n3ccnc3)c3ccoc23)cc1OC | i | 0.9
CC(=NNC(=S)N1CC2CCC(CC2)C1)c1cnccn1 | ? | .
Cc1cc2nc(C3CCCCC3)c(Cc3ccsc3)n2c(C)c1Br | i | 1.1
CCN1CCN(c2ccccc2NC(=O)c2ccc(-n3cccn3)cc2)CC1 | i | 0.7
CN1CCCC1CN1CCCC1 (stereo not given) | i | 1.1
COc1ccccc1C(NC(C)=O)c1c(O)ccc2ccc(O)cc12 (stereo not given) | i | 0.4
O=C(CSc1nnc(-c2cccnc2)o1)Nc1ccc(F)cc1 | i | 1.3
O=C(COC(=O)/C=C/c1ccc(S(=O)(=O)N2CCOCC2)cc1)Nc1ccc(F)c(F)c1F | i | 1.4
C[C@H](CO)N1C[C@H](C)[C@@H](CN(C)S(C)(=O)=O)Oc2ccc(N(C)C)cc2C1=O | i | 0.9
Cc1noc(C)c1COc1ccc(C(=O)N2CCN(S(=O)(=O)c3cccc(F)c3)CC2)cc1 | i | 0.7
CC(C)CN(C(=O)COC(=O)C12CC3CC(CC(O)(C3)C1)C2)c1c(N)n(Cc2ccccc2)c(=O)[nH]c1=O | i | 0.9
C[C@@H]1[C@H](O)C[C@@]23COC(=O)C2=CCCC3[C@@]1(C)CCC1COC(=O)C1 (stereo not given in full) | i | 2.5
Cc1csc(=O)n1CC(=O)Nc1ccc(Cl)cc1F | i | 0.3
NC(=O)Nc1ccc(C(=O)OCC(=O)N2CCc3ccccc3C2)cc1 | i | 0.6
Cc1nc2cc3ccccc3cc2s1 | i | 1.3
COc1ccccc1C(=O)Nc1nnc([C@@H]2C[C@H](O)[C@@H](CO)O2)s1 | i | 0.7
CCCS(=O)(=O)NC(=O)C1(C)CCCN(C(=O)c2ccncc2)C1 (stereo not given) | i | 1.0
O=C1NC[C@@H](CCCCN2C[C@H](Cc3ccccc3)N(Cc3ccccc3)C(=O)C2=O)N(CC2CCCCC2)C1=O | i | 0.9
CCCCCc1c(-c2ccccc2F)ncn1CCc1ccccc1OC | i | 0.5
O=S(=O)(Nc1ccc2c(c1)OCO2)c1cccc(Br)c1 | i | 0.4
CSc1ncccc1C(=O)OCC(=O)NC1CC1 | i | 1.0
Cc1ccc(S(=O)(=O)N2C[C@H]3n4c(=O)ccc(=O)n4C[C@H](OC(=O)Nc4c(C)noc4C)[C@@]3(O)C2)cc1 | i | 1.2
COc1ccc(-c2noc(-c3csc([C@@H]4C[C@H](O)[C@@H](CO)O4)n3)n2)cc1OC | i | 0.6
COC(=O)C[C@@H]1C=C[C@@H](NS(=O)(=O)c2cccc(OC)c2)[C@@H](CO)O1 | i | 1.6
CN1CCN(C(=O)c2cc3c(c(-c4cccc(-c5cc6ccccc6o5)c4)n2)[C@@H](CCO)N(S(=O)C(C)(C)C)C3)CC1 (stereo not given in full) | i | 1.4
Cn1c(/C(C#N)=C(\O)c2ccccc2Cl)nc2ccccc21 | i | 0.2
CSc1ccc(CNC(=O)C2(C)CCCN2C)cc1 (stereo not given) | i | 1.0
CC1CCCN(S(=O)(=O)c2ccc3c(c2)OCCO3)C1 (stereo not given) | i | 1.0
Cc1ccc2nc(C(C)(C)C)c(Cc3cccc(Cl)c3)n2c1 | i | 0.6
Cc1ccc(S(=O)(=O)N2CC3(O)CN(C(=O)OC(C)C)N(C(=O)OC(C)C)CC3(OC(=O)NCc3ccccc3)C2)cc1 (stereo not given) | i | 0.8
COCC(=O)N(C)C[C@H]1Oc2cc(Br)ccc2S(=O)(=O)N([C@H](C)CO)C[C@H]1C | i | 0.6
COc1ccccc1NC(=O)Nc1nnc([C@H]2C[C@H](O)[C@@H](CO)O2)s1 | i | 0.8
CCC(=O)N1CCCC(C)(C(=O)Nc2nccc3ccccc23)C1 (stereo not given) | i | 1.2
COc1ccc2c(c1)OC[C@H]1[C@H]2N2C(=O)CN(Cc3ccc(C)cc3)C(=O)[C@@]2(C)[C@H]1c1ccccc1 | i | 1.5
NN=C1C(=O)c2cccc3cccc1c23 | i | 2.4
O=C(CCC1CCCC1)NNC(=O)c1ccc(F)cc1 | i | 0.6
CCCCC[C@H](C)N1C[C@@H](COCc2ccccc2)Oc2cc(N3CC[C@H](N(C)C)C3)ccc2S1(=O)=O | i | 0.6
CN(Cc1ccccc1)C(=O)C(=O)c1ccccc1 | i | 1.4
Cc1ccc(OCC(=O)N(C)CC(=O)NCc2ccco2)c(Br)c1 | i | 0.5
CC(C)NC(=O)N(C)C[C@H]1OCCCC[C@@H](C)Oc2ccc(N(C)C)cc2C(=O)N([C@H](C)CO)C[C@@H]1C | i | 0.4
CC(=O)Nc1ccc(S(=O)(=O)NCC(=O)OCC(=O)c2ccc[nH]2)cc1 | i | 0.9
CCc1noc(C)c1C(=O)Nc1nc(-c2ccccc2)c(C(C)=O)s1 | i | 0.6
COc1ccc(C(C)(O)c2nc(-c3ccc(Cl)cc3)cs2)cc1 (stereo not given) | i | 0.9
CC(C)CNC(=O)C1(C)CCCN1C(=O)c1cccnc1 (stereo not given) | i | 0.6
COc1ccc(C(CNC(=O)c2cc(S(=O)(=O)N3CCCC3)ccc2Cl)N2CCCC2)cc1 (stereo not given) | i | 1.8
O=C(Nc1c(-c2ccc3c(c2)OCO3)[nH][nH]c1=O)c1ccccc1 | i | 1.3

Profiles from above:
CC(C)CNC(=O)C1(C)CCCN1C(=O)c1cccnc1 (stereo not given) as listed: Myeloid diff MLP: i; Myeloid diff MLP GFP+ MAC1+ %: 0.6
COc1ccc(C(C)(O)c2nc(-c3ccc(Cl)cc3)cs2)cc1 (stereo not given) as listed: Myeloid diff MLP: i; Myeloid diff MLP GFP+ MAC1+ %: 0.9
Cc1ccc(OCC(=O)N(C)CC(=O)NCc2ccco2)c(Br)c1 as listed: Myeloid diff MLP: i; Myeloid diff MLP GFP+ MAC1+ %: 0.5

(next part)
SMILES | Myeloid diff MLP | Myeloid diff MLP GFP+ MAC1+ %
CCN(CC)CCC12CC(C)OC1=Nc1ccccc1NC2=O (stereo not given) | i | 0.6
CN(C)CC/C=C1/c2ccc(F)cc2Sc2ccc(Cl)cc21 | i | 0.3
CN(C(=O)COC(=O)c1cncc(Br)c1)C1CCCCC1 | i | 2.1
O=C(CNC(=O)c1ccccc1Br)Nc1cccc(S(=O)(=O)Nc2ccccc2Cl)c1 | i | 1.1
Cc1ccc(NC(=O)COC(=O)Cn2cnc3c2c(=O)n(C)c(=O)n3C)cc1F | i | 0.3
O=C(COC(=O)C12CC3CC(CC(C3)C1)C2)NNC(=O)c1ccccc1 | i | 0.8
O=C(O)CSc1ccn(Cc2ccccc2)c1 | i | 1.3
CCOCc1nc2nc(Cl)c(Cl)nc2[nH]1 | i | 1.8
CCCN(CC(=O)Nc1ccccc1C)C(=O)c1cc(C)oc1C | i | 0.3
COc1ccc(S(=O)(=O)N2CCN(CC(=O)Nc3sccc3C(N)=O)CC2)cc1OC | i | 0.9
Cc1ccc(C)c(C(O)c2ncc(-c3cccc(C(F)(F)F)c3)[nH]2)c1 (stereo not given) | i | 3.2
COc1ccccc1NS(=O)(=O)c1ccc(C(=O)NCc2ccncc2)cc1 | i | 0.3
CC1=C(C(=O)N(C)C)CC(CC(=O)NC(c2ccccc2)c2ccccc2)C(=O)N1Cc1ccc(F)cc1 (stereo not given) | i | 0.5
CN1C(=O)[C@H]2[C@@H](/C=C/c3ccccc3)N3C(=O)CN(Cc4ccc(-c5ccccc5)cc4)C(=O)[C@@]3(C)[C@H]2C1=O | i | 1.2
CN(Cc1ccccc1)C(=O)c1ccc(Nc2nc(C(N)Cc3ccccc3)cs2)nc1 (stereo not given) | i | 0.6
CC(NC(=O)C1CCN(C(=O)c2ccc(F)cc2)CC1)c1ccc(S(N)(=O)=O)cc1 (stereo not given) | i | 0.7
CCc1nc2ccc(C(=O)Nc3cccc(NS(C)(=O)=O)c3)cn2c1N(C)CCCc1ccccc1 | i | 1.4
COc1ccccc1N(C)S(=O)(=O)c1ccc(C(=O)NCC(c2ccco2)N2CCCCC2)cc1 (stereo not given) | i | 1.0
Cc1cc(Cl)ccc1C(O)c1ncc(-c2ccc3ccccc3c2)[nH]1 (stereo not given) | i | 1.6
Cc1ccc(-c2nnnn2-c2ccccc2C(=O)O)cc1 | i | 0.5
Cc1cccc(C)c1NC(=O)C(c1ccccc1F)n1c(=O)c(-c2ccccc2)nc2ccccc21 (stereo not given) | i | 5.0
O=C(CSc1ccccc1)NCC(c1ccco1)N1CCCCC1 (stereo not given) | i | 0.3
S=C1NCc2cncnc2N1 | i | 0.6
O=C(COc1ccccc1F)OCC(=O)c1ccc([N+](=O)[O-])cc1 | i | 0.1

Sorted by molecular weight (high to low): five of the compounds above.
SMILES | Myeloid diff MLP | Myeloid diff MLP GFP+ MAC1+ %
O=C(CNC(=O)c1ccccc1Br)Nc1cccc(S(=O)(=O)Nc2ccccc2Cl)c1 | i | 1.1
COc1ccc(CNC(=O)c2ccc(-n3ccnc3)c3ccoc23)cc1OC | i | 0.9
CCN1CCN(c2ccccc2NC(=O)c2ccc(-n3cccn3)cc2)CC1 | i | 0.7
O=S(=O)(Nc1ccc2c(c1)OCO2)c1cccc(Br)c1 | i | 0.4
C[C@@H]1[C@H](O)C[C@@]23COC(=O)C2=CCCC3[C@@]1(C)CCC1COC(=O)C1 (stereo not given in full) | i | 2.5

An excerpt from above in order of the Myeloid diff MLP GFP+ MAC1+ % value, largest number first:
compound | Myeloid diff MLP GFP+ MAC1+ %
CN1C(=O)[C@H]2[C@@H](/C=C/c3ccccc3)N3C(=O)CN(Cc4ccc(-c5ccccc5)cc4)C(=O)[C@@]3(C)[C@H]2C1=O | 1.2
S=C1NCc2cncnc2N1 | 0.6
O=C(CSc1ccccc1)NCC(c1ccco1)N1CCCCC1 (stereo not given) | 0.3

(more compounds)
SMILES | Myeloid diff MLP | Myeloid diff MLP GFP+ MAC1+ %
CC1(C(=O)NS(=O)(=O)c2ccc(Br)cc2)CCN1C(=O)Cc1ccsc1 (stereo not given) | i | 0.8
C[C@H](CO)N1C[C@H](C)[C@@H](CN(C)Cc2ccccc2)Oc2c(NC(=O)Cc3ccccc3)cccc2C1=O | i | 0.1
O=C(Cn1cc(COc2ccc(-n3cccc3)cc2)nn1)NS(=O)(=O)c1ccccc1C(F)(F)F | i | 1.6
Cn1c2ccsc2c2ncn(Cc3ccc(F)cc3)c(=O)c21 | i | 0.5
CCN(CC(=O)Nc1ccc(N2CCOCC2)cc1)C(=O)Cc1ccccc1 | i | 0.9
O=C(CN1C(=O)NC2(CCCC2)C1=O)OCC(=O)c1cccc(Cl)c1 | i | 1.0
CC(C)C(NC(=O)c1ccc(Cl)cc1Cl)C(=O)NCCc1ccccn1 (stereo not given) | i | 0.2
COC(=O)[C@@]12C[C@@H](CC(=O)NCc3cccc4ccccc34)C(=O)N(Cc3ccco3)C1=CCC(C)(C)C2 | i | 4.7
Cc1ccc(NC(=O)CN(C)CC(=O)N(C)Cc2ccccc2)cc1 | i | 1.0
CC(C)[C@H](NC(=O)c1ccccc1F)C(=O)OCC(=O)Nc1sccc1C(N)=O | i | 0.2
COc1ccc(CC(=O)NCc2cccc(Cl)c2)cc1S(=O)(=O)N1CCOCC1 | i | 1.1
CCCOc1ccc(F)cc1-c1cc(C(=O)NCc2ccco2)[nH]n1 | i | 0.9
O=[N+]([O-])c1ccc(CSc2ccc(S(=O)(=O)N3CCCC3)cn2)cc1 | i | 1.1
O=C(O)C1=CCC=CC1C(=O)O (stereo not given) | i | 0.6
Cc1ccc(C(=O)NNC(=O)c2ccc(NS(=O)(=O)c3cccs3)cc2)o1 | i | 0.5
C[C@]12c3[nH]c4cc(-c5ccco5)ccc4c3CCN1C(=O)[C@@H](CC(=O)NCc1cccc(C(F)(F)F)c1)C[C@@H]2C(=O)N1CCOCC1 | i | 1.0
O=C(c1cccc(NS(=O)(=O)c2ccc(F)c(F)c2)c1)N1CCCCC1 | i | 0.7
CCOC(=O)C1(C)CCN1C(=O)c1cc(C)oc1C (stereo not given) | i | 1.4
COC(=O)c1ccc2nc(-c3ccco3)c(Cc3ccccc3C(F)(F)F)n2c1 | i | 2.2
CCOC(=O)N1CCN(C(=O)COC(=O)c2cccc(S(C)(=O)=O)c2)CC1 | i | 0.5
O=c1[nH]c2c(c(=O)[nH]1)OCN(Cc1ccccc1)C2 | i | 0.7
Cc1cc(Cl)ccc1C(O)c1ncc(-c2ccccc2Cl)[nH]1 (stereo not given) | i | 2.1
CC1C(=O)N(Cc2cn(CCC3OCCO3)nn2)CCS(=O)(=O)N1Cc1ccc(-c2ccccc2)cc1 (stereo not given) | i | 0.4

Source: PubChem BioAssay (NMMLSC)

Some of the compounds tested. The share of hits here may be higher or lower than overall.
